Compound activity deposited in PubChem BioAssay by several laboratories.
KOR beta-arrestin-1: KOR antagonists, beta-arrestin recruitment, cell-based, luminescence, uHTS (AID 1778). KOR beta-arrestin recruitment, luminescence, antagonist mode; higher % means a stronger effect. one-dose inhibition, % at 10 µM; IC50 in µM for titrated hits. 290,000 tested, 0.091% active; further: strong numbers were not always called active
GPR55 beta-arrestin: GPR55 agonists via beta-arrestin recruitment, primary screen, imaging, U2OS cells, beta-arrestin-GFP redistribution (AID 1961). U2OS GPR55 beta-arrestin-GFP redistribution imaging; higher % means a stronger effect. one-dose activation, % at 10 µM; EC50 in µM for titrated hits. 290,000 tested, 0.048% active;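 active means activation above 40% with more than 50 cells counted in the well; inconclusive means wells holding fewer than 50 cells, flagged as toxic or sparse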;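 further: U2OS osteosarcoma cells stably expressing GPR55 and beta-arrestin-GFP; plate controls were DMSO negative control for no effect and LPI positive control for full effect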
P. falciparum M1AAP: malaria alanyl aminopeptidase activity blockers – biochemical, fluorogenic H-Leu-NHMec substrate, 1536-well (AID 1445). recombinant M1AAP, H-Leu-NHMec fluorogenic kinetic assay; higher % means a stronger effect. inhibition, % at 30 µM; hits with a dose series show IC50 in µM. 220,000 tested, 0.42% active;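 active means primary inhibition above the hit cutoff, then over 50% inhibition at one or more dose response concentrations, cut at about 23% in these data, passing the limit was not always enough; inconclusive means conflicting primary data, or primary hits not chosen for dose response; inactive means low primary inhibition, or under 50% at every dose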;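 further: plate controls were DMSO full reaction for no effect and no enzyme background for full effect; strong numbers were not always called active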
P. falciparum M17LAP: P. falciparum M17LAP inhibitors, primary screen, biochemical, fluorogenic H-Leu-NHMec substrate, 1536-well (AID 1619); recombinant M17LAP, H-Leu-NHMec fluorogenic kinetic assay; higher % means a stronger effect; one-dose inhibition, % at 30 µM; IC50 in µM for titrated hits; 220,000 tested, 0.38% active;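 active means compound inhibiting the enzyme by more than half at any dose during confirmatory dose-response retesting; inconclusive means strong single-dose inhibitors picked by rank but not retested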;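 further: plate controls were full reaction with DMSO carrier for no effect and no enzyme background for full effect; strong numbers were not always called active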
KOR beta-arrestin-2: KOR agonists, beta-arrestin recruitment, primary screen, cell-based, luminescence, uHTS (AID 1777); KOR beta-arrestin recruitment, luminescence; higher % means a stronger effect; activation, % at 10 µM; hits with a dose series show EC50 in µM; 280,000 tested, 0.02% active; in the data active means activation above about 50%, passing the limit was not always enough; further: a part of the inactive calls stands beside numbers as strong as those of hits
AID2073: inhibitors of Mint1-CaV2.2 protein interaction, biochemical, HTRF (AID 2073); HTRF protein-protein interaction, Mint1-CaV2.2; higher % means a stronger effect; inhibition, % at 20 µM; hits with a dose series show IC50 in µM; 290,000 tested, 0.19% active; in the data active means inhibition mostly above about 51%, no sharp cut-off; inconclusive means no clear call, values can overlap the other calls; inactive means mostly below about 53%; further: some results filed as inactive read as strong as hits
NOD2 inhibition: inhibition of NOD2-driven NF-kB reporter – cell-based, luminescence, uHTS, HEK293 (AID 1566); HEK293 NOD2/NF-kB luciferase reporter, luminescence; higher % means a stronger effect; one-dose inhibition, % at 4 µM; EC50 in µM for titrated hits; 290,000 tested, 0.63% active; further: many of its hits are not listed in these tables
NOD1 inhibition: inhibition of NOD1-driven NF-kB reporter – cell-based, luminescence, uHTS, primary screen (AID 1578). NOD1-driven NF-kB luciferase reporter cells, luminescence; higher % means a stronger effect. 290,000 tested, 1% active. inhibition, % at 4 µM, or EC50 in µM where a hit was titrated; in the data active means inhibition mostly above about 36%, no sharp cut-off; inactive means mostly below about 34%;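 further: HEK-293T reporter cells stimulated with the NOD1 agonist gamma-tri-DAP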
Dynein cargo inh: blocks dynein driven cargo transport along microtubules | 3617.4 mouse cells, GR-EGFP nuclear translocation imaging; test concentration mostly 20 µM; stimulated with dexamethasone, 1 µM; active compounds read low | 220,000 tested, 0.47% active | z-score, hits read low | AID 1381;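 active means plate z-score of nuclear minus cytoplasmic receptor signal below a set negative limit, without overly bright fluorescence or cell loss, cut at about -3.5 in these data, passing the limit was not always enough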;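 further: z-score of nuclear minus cytoplasmic ring GR-EGFP intensity difference per well; some compounds called inactive have numbers as strong as hits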
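Buffer or medium: tetracycline-free induction medium containing charcoal-stripped FBS / Reagent: dexamethasone agonist, 1.0 µM final, for 30 min / Technique: automated 10x imaging of fixed Hoechst-stained cells / Times: induction 48 h, compound 1 h, agonist 30 min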
Dynein cargo inh cytoplasmic EGFP: further read-out of Dynein cargo inh, marked with its call; z-score; measured here: cytoplasmic GR-EGFP intensity; active compounds read high
Dynein cargo inh nuclear GR-EGFP: recorded beside Dynein cargo inh, whose call it bears; z-score; measured here: nuclear GR-EGFP intensity;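 lower value marks the stronger effect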
Dynein cargo inh cell count: recorded beside Dynein cargo inh, whose call it bears; z-score; measured here: cell count per field
* marks the source's active call; other numbers are inactive results; ? = inconclusive; . = not tested or not shown; [ ] = dose if it differs, or a comment. Unless noted, no stated cut-off is given here; in the data, active means inhibition above about 50%; inactive means the rest. The list is partial, so the mix of outcomes need not match the whole.

Values run as follows: KOR beta-arrestin-1, GPR55 beta-arrestin, P. falciparum M1AAP, P. falciparum M17LAP, KOR beta-arrestin-2, AID2073, NOD2 inhibition, NOD1 inhibition, Dynein cargo inh, Dynein cargo inh cytoplasmic EGFP, Dynein cargo inh nuclear GR-EGFP, Dynein cargo inh cell count
S=C(Nc1ccccc1Cl)NC1CCCCCC1
→ -72%[20 µM], 0.2%, 2%, -5%, 1.1%, -9%, -29%, -22%, -0.75, -0.18, -0.19, 0.78
Cc1ccc(-c2nn(C)c(=O)c3ccccc23)cc1CNC(=O)CN1CCOCC1
→ 13%, -0.1%, -7%, 8%, -0.4%, 12%, -4%, -24%, -0.42, -0.28, -0.19, 0.74
CCOC(=O)CN1CC23C=CC(O2)C(C(=O)Nc2ccc(OC)cc2OC)C3C1=O (centres undefined)
→ -45%, 0.3%, 5%, 1%, -1.0%, 1%, -2%, 20%, -0.47, -0.19, -0.018, -0.31
Cc1ccc(OCCC(=O)OCC(=O)Nc2cc(C)cc(C)c2)cc1
→ -9%, 0.3%, ., ., 2.7%, -2%, 18%, -26%, ., ., ., .
COc1ccc(/C=C/C(=O)OCC(=O)c2c(N)n(C)c(=O)n(C)c2=O)c(OC)c1
→ -18%[20 µM], -0.1%, -1%, 14%, -0.3%, 15%, 3%, -17%, -0.23, -0.23, -0.35, 0.67
Cc1cc(=O)c2n(Cc3ccc(Cl)cc3)nc[n+]2[nH]1
→ -21%, -0.1%, 2%, -5%, -5.8%, 2%, 12%, -5%, -0.71, -0.22, 0.054, 0.49
Cc1ccc(-c2nnn(CC(=O)N(c3cccc(O)c3)C(C(=O)NC(C)(C)C)c3cccs3)n2)o1 (centres undefined)
→ -9%, -0.3%, 13%, 6%, 3.3%, 9%, 6%, -12%, -0.73, 0.022, -0.096, -0.024
COc1ccc(S(=O)(=O)NCCc2csc(-c3cccnc3)n2)cc1
→ -2%, 0.3%, 2%, 0%, -3.4%, 2%, 16%, -18%, -0.88, -0.24, -0.46, 0.25
Cc1ccc2[nH]c(=O)c3cc(C(=O)N(C)C4CCCCC4)sc3c2c1
→ -23%, -0.2%, ., ., 13%, 18%, 57%*, 38%, ., ., ., .
Cc1cc(C)c(NC(=O)c2sc3nc(C)[nH]c(=O)c3c2C)c(C)c1
→ -5%, -0.3%, 1%, -4%, -2.6%, 4%, 19%, -17%, -0.58, -0.2, -0.16, 0.78
Cc1ccc(S(=O)(=O)N2CCN(c3ccccn3)CC2)cc1
→ 35%, -0.2%, -2%, -5%, -3.5%, 3%, 14%, -4%, 0.096, 0.1, 0.061, -0.06
CCc1c(C(=O)NCc2cnn(C)c2)csc1C
→ -73%, 0.2%, 11%, 3%, 3.3%, 0%, 9%, 10%, 0.65, -0.075, 0.22, -0.13
Cc1cc(C)c(S(=O)(=O)c2ccccc2)c(Cl)n1
→ -39%, -0.2%, 0%, -3%, -2.5%, -2%, 6%, -18%, 0.51, -0.24, -0.33, 0.3
COc1ccc(C(=O)N/N=C(/C)c2ccc(N3CCCCC3)cc2)cc1
→ -21%, 0.3%, 6%, 13%, 2.1%, 3%, 18%, 3%, -1, -0.3, -0.5, 0.69
CCNCC(O)COCC(O)CNCC (centres undefined)
→ 5%, 0.6%, 16%, -1%, -2.1%, -3%, 4%, -7%, -0.25, -0.19, 0.48, 0.14
COc1ccc(NC(=O)CN2CCC(C(N)=O)CC2)cc1
→ -12%, -0.2%, -4%, 44%, 3.4%, 1%, 3%, -3%, 0.31, -0.36, 0.51, 0.18
CCN1CCN(Cc2ccc(NC(=O)c3cc(NC(=O)c4ccc5n[nH]nc5c4)cc(OC)c3)cc2C(F)(F)F)CC1
→ 32%, -0.1%, -4%, -6%, -2.6%, 14%, 12%, -3%, 0.88, -0.54, 0.59, -0.39
CSCSC1=C(C#N)C(c2ccc(Cl)cc2)C(C(C)=O)=C(C)N1 (centres undefined)
→ -14%, 0.5%, 6%, 7%, 5.4%, 13%, -30%, 24%, -0.65, -0.26, 0.16, 0.33
COc1cc2cc(C(=O)NCCc3ccccc3)[nH]c2cc1OC
→ -13%, -0.2%, ., ., 1.0%, 0%, 4%, -9%, ., ., ., .
CC(C)c1nnc(NC(=O)CCS(=O)(=O)Cc2ccccc2)s1
→ -10%, 0.2%, ., ., -6.1%, -18%, 3%, -13%, ., ., ., .
CC(C)(C)c1cc(NC(=O)COC(=O)C2CC2)n(-c2ccccc2)n1
→ 18%, 0.2%, 6%, 6%, -0.5%, 0%, 12%, 3%, -0.85, -0.22, -1, -0.12
OCCNc1ncnc2c1sc1nc(N3CCOCC3)c3c(c12)CCC3
→ -27%, -0.8%, 7%, 6%, 2.7%, 16%, 12%, -16%, -1.5, -0.2, -0.76, 0.17
COCCn1c(SCC(=O)N2CCCc3ccccc32)nc2cccnc21
→ 4%, -0.2%, 6%, 2%, -1.2%, -9%, 20%, -12%, -0.37, -0.16, -0.27, -0.03
COc1ccc(N(CC(=O)Nc2ccccc2C(=O)NCCc2ccccc2)S(C)(=O)=O)cc1OC
→ -4%, -0.2%, 3%, 3%, -4.4%, -2%, 2%, -4%, 0.19, -0.29, 0.24, 1.4
CC(C)COC(=O)CCNc1n[nH]c(=O)[nH]c1=O
→ 25%, -0.2%, -4%, -12%, -3.0%, 2%, -2%, -4%, -0.19, -0.28, 0.2, -0.33
O=C(Cc1ccccc1[N+](=O)[O-])OCN1C(=O)c2ccccc2C1=O
→ 31%, -0.1%, ., ., -2.8%, 2%, 6%, -16%, ., ., ., .
CC1CCCN(S(=O)(=O)c2ccc(NC(=O)CNC3CCCC3)cc2)C1 (centres undefined)
→ 6%, 0.3%, ., ., -3.2%, 3%, -10%, -29%, ., ., ., .
Nc1nonc1-n1nnc(C(=O)N/N=C/c2ccncc2)c1CSc1ccccc1
→ -22%, -0.1%, ., ., 7.9%, -5%, 18%, 36%, ., ., ., .
CCCCN(CC(=O)NCc1ccc(Cl)cc1)S(=O)(=O)c1ccc2c(c1)OCCO2
→ -9%, 0.6%, -3%, 5%, 6.6%, -3%, 8%, 2%, -0.6, -0.25, -0.69, 0.92
Cc1ccc2nc(NC(=O)C3CCCN(S(=O)(=O)c4cccc5nsnc45)C3)sc2c1 (centres undefined)
→ -33%, -0.1%, 3%, -6%, 2.4%, 8%, 13%, -17%, -0.39, 0.032, 0.1, -0.2
CCN(CC)CC(=O)Nc1ccc(C)cc1C(=O)c1ccccc1
→ -8%, -0.2%, 0%, 1%, -2.4%, 6%, 27%, 7%, 0.01, -0.13, -0.38, 0.69
O=C1/C(=C/c2ccc3c(c2)OCO3)CCC/C1=C\c1ccc2c(c1)OCO2
→ 6%, 0.9%, -2%, -13%, 2.0%, -9%, -6%, 16%, 0.65, 1.3, 0.36, -1.9
CCSC1=NCCN1C(=O)c1ccc(S(=O)(=O)N(CC)CC)cc1
→ -21%, -0.3%, 2%, -2%, 4.1%, 0%, -7%, -17%, -0.27, -0.22, -0.086, 0.25
COc1ccc(NC(=O)CCNS(=O)(=O)c2ccc(Br)s2)cc1
→ -5%, -0.1%, -2%, 5%, -1.6%, 26%, 10%, -32%, 1.5, 0.069, 1.6, -0.25
CCOc1cc(C)c(C(C)C)cc1S(=O)(=O)n1ccc(C)n1
→ 10%, -0.1%, -3%, 8%, 0.9%, 9%, 8%, -18%, -1.3, -0.22, -0.68, 0.4
CN1CCN(C2=C(NS(=O)(=O)c3cccs3)C(=O)c3ccccc3C2=O)CC1
→ -2%, -0.3%, 8%, 8%, -0.3%, -44%, 17%, -5%, -0.48, -0.15, -0.11, -0.068
CCNC(=O)C(=O)N/N=C/c1cc([N+](=O)[O-])ccc1O
→ 8%, -0.2%, ?, 17%, -6.9%, -6%, 7%, -16%, -0.2, -0.34, -0.28, 1
CCOc1[nH]n(-c2ccccc2)c(=O)c1C=NCc1ccncc1
→ -18%, 0.3%, -2%, -9%, -2.4%, -2%, 13%, -15%, 2, -0.17, 1.2, -1.9
O=C(c1cccc(F)c1)N1CCN(Cc2ccc3c(c2)OCO3)CC1
→ 0%[20 µM], -0.2%, ., ., -4.8%, 16%, 5%, -10%, ., ., ., .
CC(=O)/C(C#N)=C1\NC(=O)C(Cc2ccccc2Cl)S1 (centres undefined)
→ 15%, -0.3%, 5%, 27µM*, 4.6%, 17%, 18%, 14%, -0.46, -0.35, -0.21, -0.081
CCC1CCCCN1CCCNC(=O)c1ccc2c(c1)c(C)c(C)n2CC (centres undefined)
→ -31%, -0.2%, ., ., 1.5%, 3%, 6%, 5%, ., ., ., .
N#CCSc1nnc(CNc2ccc(F)cc2)o1
→ -10%, -0.4%, 2%, 6%, -3.8%, 8%, 3%, -17%, -0.71, -0.12, -0.71, 0.25
Cc1nn(-c2ccccc2)c2[nH]c(=O)c(CNCc3ccc4c(c3)OCO4)cc12
→ -46%, 0.2%, 5%, 0%, 3.1%, 4%, 2%, -7%, 0.65, -0.22, 0.075, 0.045
O=C(/C=C\c1ccc2c(c1)OCO2)CC1(O)C(=O)Nc2ccccc21 (centres undefined)
→ 17%, -0.1%, 6%, 8%, -0.2%, 6%, -10%, -8%, -2.3, -0.066, -0.79, -0.22
CCOC(=O)c1ccc(NC(=O)CN2C(=O)CNC2=O)cc1
→ -18%, 0.1%, -4%, -2%, 4.7%, 9%, -20%, -24%, 0.43, -0.22, 0.7, 0.27
Cc1cccc(C)c1NC(=O)COC(=O)CCC(=O)c1cccs1
→ -16%, 0.3%, -3%, -16%, -0.7%, 0%, 5%, -13%, 1.2, -0.16, 0.78, -0.78
CCN(CC)S(=O)(=O)c1ccc(C)c(NC(=O)/C=C/c2cccs2)c1
→ -15%, -0.4%, 3%, -12%, 7.9%, 5%, -13%, -11%, -0.64, 0.0092, -0.49, 0.2
CC(C)Oc1cccc(C(=O)C2CCCN(C(=O)c3ccnn3C)C2)c1 (centres undefined)
→ -25%[20 µM], 0.3%, 2%, -8%, ., -11%, -3%, 7%, -0.52, -0.16, -0.38, -0.37
COc1cc(C(=O)OCC(=O)NC(N)=O)cc(CN2C(=O)c3ccccc3C2=O)c1OC
→ 19%, -0.1%, ., ., -19%, -41%, -1%, 0%, ., ., ., .
O=C(O)c1cccnc1Sc1ccccc1Cl
→ -5%, -0.1%, -2%, 2%, -1.6%, 3%, 2%, -6%, 1.3, -0.2, 0.47, -1.2
